# TRHR agonist: TRH receptor (human) agonism; AID 493084; P34981; activation, % at 2 µM; TRHR cells, calcium flux fluo-8, FDSS agonist mode; 0.18% of 360,000 active; in the data active = activation above about 30%; note: 0% is about no effect
#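 In this calcium-flux screen, cells bearing human TRHR are dye-loaded with fluo-8, baselined for 10 cycles, then exposed to library compounds; positive kinetic calcium responses during the agonist phase mark hits, with TRH as control.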
# TRHR enhancer: allosteric enhancers of human TRH receptor. 0.66% of 360,000 active. P34981. TRHR cells, fluo-8 calcium fluorescence, EC20 TRH enhancement. enhancement, % at 2 µM; in the data active = enhancement above about 30%; note: 0% is about no effect
#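 TRHR-expressing cells loaded with fluo-8 calcium dye were read kinetically (ex 480/em 530) during compound addition, then stimulated with an EC20 of TRH (10 nM final). Enhancement of the Gq-mediated intracellular calcium response was scored.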
# IDH1 R132H inh: inhibitors of human mutant IDH1 R132H | O75874 | IDH1-R132H enzyme, NADPH consumption, diaphorase/resazurin fluorescence | Potency, µM (doses to about 76.6 µM), for the others: at the top dose activity change, negative = inhibition, most hits filed as inhibitors | 0.093% of 390,000 active | AID 602179; note: potency is the fitted concentration of half-maximal effect; % is set by controls: 0 for no effect and ±100 for the full control effect; nearly all actives have a fitted effect of over 65% in size
#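 IDH1-R132H (0.5 ug/mL dispensed) in pH 7.5 Tris buffer was preincubated 30 min with compound, then given a substrate mix of 0.016 mM NADPH and 2 mM alpha-KG for 80 min at room temperature; remaining NADPH was read by diaphorase/resazurin fluorescence.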
# PI4K2A block: inhibitors of human PI4K2A; Q9BTU6; activity change, negative = inhibition, % at 76.9 µM; purified PI4K2A, ADP-Glo luminescence, 1 h; hits give low values; 0.13% of 420,000 active; AID 1346378; in the data active = activity change below about -50%; inconclusive = mostly about -30% to -49%;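 note: -100% = wells without enzyme as full effect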
#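 Compounds are screened against recombinant PI4K2A using PI as substrate and ATP, the latter dispensed at 300 microM. Reactions run one hour at ambient temperature before ADP-Glo detection; full inhibition defined by wells lacking enzyme.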
# D2 agonist: D2 dopamine receptor (human) agonism. P14416. HEK293 T-REx D2 cells, calcium flux agonist mode. activation, % at 2 µM. 0.53% of 340,000 active;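 active = activation over 3 SD above normal in the single-dose calcium agonist read, cut at about 30% in these data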; note: 0% is about no effect
#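 In this primary screen, compounds producing a positive calcium signal within 180 s of addition to tetracycline-induced, force-coupled HEK293 Trex D2 cells are flagged; cells are dye-loaded with a no-wash calcium kit beforehand.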
# TrxR1 substrate: rat thioredoxin reductase 1 substrate activity; O89049; purified TrxR1 substrate turnover, NADPH consumption readout; Potency, µM (titrated, usually from 114 µM), inactives show at the highest dose activity change, negative = substrate turnover; 0.01% of 390,000 active; AID 588456; note: potency is the fitted concentration of half-maximal effect; % is set by controls: 0 for no effect and ±100 for the full control effect; nearly all actives have a fitted effect of over 50% in size
#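 Rat TrxR1, dispensed at 90 nM, was prereduced with 400 uM NADPH (final) for 5 min at ~22 deg C, then incubated with compound 15 min before 400 uM selenite. A first-read NADPH fluorescence drop versus no-compound background flagged substrates.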
# TrxR1 inh: blocks rat thioredoxin reductase 1; recombinant rTrxR1, NADPH fluorescence consumption, selenite substrate; O89049; AID 588453; 1% of 390,000 active; Potency, µM (titrated, usually from 114 µM), inactives show at the highest dose activity change, negative = inhibition, hits mostly inhibitors; note: potency is the fitted concentration of half-maximal effect; % is set by controls: 0 for no effect and ±100 for the full control effect; nearly all actives have a fitted effect of over 65% in size
#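 Rat TrxR1 (90 nM in the dispensed reagent) was pre-reduced with 400 uM NADPH for 5 min at room temperature, then incubated with compound for 15 min. After 400 uM selenite was added, NADPH fluorescence (Ex 340/Em 450 nm) was followed for 8 min.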
# USP1 inh: USP1/UAF1 (human) deubiquitinase inhibition; O94782; recombinant USP1/UAF1, Ub-Rhodamine cleavage fluorescence; Potency, µM (series often up to 57.1 µM), without a hit: at the top dose activity change, negative = inhibition, hits mostly inhibitors; 0.23% of 390,000 active; AID 743255; note: potency is the fitted concentration of half-maximal effect; % is set by controls: 0 for no effect and ±100 for the full control effect; nearly all actives have a fitted effect of over 60% in size; inactives centre near -12
# Target sequence (O94782 whole entry, looked up): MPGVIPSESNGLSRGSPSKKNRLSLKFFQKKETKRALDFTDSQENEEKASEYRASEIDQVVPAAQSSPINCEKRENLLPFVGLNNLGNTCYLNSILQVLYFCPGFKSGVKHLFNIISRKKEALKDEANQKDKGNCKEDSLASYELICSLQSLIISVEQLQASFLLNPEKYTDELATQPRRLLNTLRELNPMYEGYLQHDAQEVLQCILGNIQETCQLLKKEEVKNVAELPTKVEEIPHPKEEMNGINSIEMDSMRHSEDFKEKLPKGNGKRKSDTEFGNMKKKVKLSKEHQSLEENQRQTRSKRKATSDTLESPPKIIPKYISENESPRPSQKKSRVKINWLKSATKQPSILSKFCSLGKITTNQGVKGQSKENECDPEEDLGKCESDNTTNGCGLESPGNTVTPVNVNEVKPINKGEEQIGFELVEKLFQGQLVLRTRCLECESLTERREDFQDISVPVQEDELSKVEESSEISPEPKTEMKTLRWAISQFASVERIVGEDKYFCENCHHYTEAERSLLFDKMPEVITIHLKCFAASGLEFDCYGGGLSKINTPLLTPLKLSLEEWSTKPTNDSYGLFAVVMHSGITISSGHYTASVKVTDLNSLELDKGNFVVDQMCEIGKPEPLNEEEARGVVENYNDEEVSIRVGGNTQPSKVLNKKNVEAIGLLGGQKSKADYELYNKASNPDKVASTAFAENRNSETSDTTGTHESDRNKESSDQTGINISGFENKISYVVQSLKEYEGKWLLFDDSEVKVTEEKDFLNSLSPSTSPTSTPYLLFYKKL
#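 In this screen, compounds sit with the deubiquitinase complex (1nM) for 15 min at room temperature before Ub-Rho is added at 150nM final. Fluorescence rise is then followed for 6 reads every 60 seconds.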
# D2 antag: D2 dopamine receptor (human) antagonism; P14416; HEK293 TREx D2 cells, calcium flux, dopamine EC80; inhibition, % at 10 µM; 2% of 340,000 active; AID 485344; in the data active = inhibition above about 30%; note: 0% is about no effect
#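 In this primary screen, negative modulation is detected by tracking calcium flux after an EC80 dopamine challenge in inducible HEK293 T-REx D2 cells preexposed to test compound for 180 s.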
# * hit, by the source's call; u = inconclusive; x = not tested or not shown; & = joins results of further samples; [ ] = remark or other dose. Unless noted, calls come from the whole dose curve; as a rule, active = well fitted inhibition curve with a large enough effect; inconclusive = small, poorly fitted or top-dose-only effect; inactive = no such curve, though single readings can be large or run the other way.
SMILES,TRHR agonist,TRHR enhancer,IDH1 R132H inh,PI4K2A block,D2 agonist,TrxR1 substrate,TrxR1 inh,USP1 inh,D2 antag
CCOc1ccccc1/C=N/NC(=O)c1nnn(-c2nonc2N)c1CN1CCC(C)CC1,0.3,1,6%,3,x,-2%[0.457 µM],25%,u,x
CCOc1ccc(S(=O)(=O)N(CC)CC(=O)NC2CCS(=O)(=O)C2)cc1 (stereo not given),-0.2,4,11%,-6,1.1,0%,13%,-15%,-2
CCCN1CCN(CCCNC(=O)Cn2nc(C)n3c(cc4cc(F)ccc43)c2=O)CC1,0.0&-0.1,-1&4,7%&15%,13&0,0.0&-0.4,2%[57.1 µM],13%[57.1 µM],-17%&-14%,-9
COc1ccc(CN(CCc2ccccc2)Cc2ccccc2)cc1OC,-0.7,-11,5%,13,0.5,-9%,3%,-4%,-7
Fc1ccc(N2CCN(c3cnc4ccccc4n3)CC2)cc1,0.7,4,-9%,-5,-0.4,-14%,-19%,-7%,-13
CC1CCCCC1NC(=O)C1CC(=O)N(Cc2ccccc2)C1 (stereo not given),0.2,0,-11%,1,1.2,5%,8%,-20%,-5
COc1cccc(N2CCN(C(=O)CN3C(=O)NC(C)(c4ccc5ccccc5c4)C3=O)CC2)c1 (stereo not given),0.0,21,-6%,3,-0.7,0%[57.1 µM],9%[57.1 µM],-9%,10
CC(C)CCCN1CCN=C1N(C)C,0.8,6,10%,1,-0.3,0%,5%,-6%,-20
Oc1cccc(C2c3[nH]c4ccccc4c3CCN2Cc2ccc3c(c2)CCO3)c1 (stereo not given),0.5,3,-4%,-16,0.7,7%[57.1 µM],13%[57.1 µM],-8%,-14
CC(=O)c1cccc(NC(=S)NCCCCc2ccccc2)c1,0.3,0,1%,7,0.1,-22%,-22%,-2%,-3
COc1ccccc1N1CCC(N2CCN(CC(C)(C)C)C(CCO)C2)CC1 (stereo not given),0.5,-3,-7%,1,-1.0,2%,15%,-11%,3
Cc1ccc(N(CCO)C(=S)Nc2ccccc2)cc1,0.2,-1,-10%,-1,-1.7,11%,14%,-26%,-7
CCN(Cc1ccccc1)C(=O)Cc1ccc(OC)c(S(=O)(=O)N2CCOCC2)c1,-0.3,-7,1%,0,-0.8,1%,10%,-7%,-9
CSc1ncc(C(=O)NCc2cccc(C)c2)c(-c2ccccc2)n1,3.7,-12,6%,0,0.1,-6%,1%,-6%,x
CC(C)(O)CC[C@@H](O)[C@](C)(O)[C@H]1CC[C@@]2(O)C3=CC(=O)[C@@H]4C[C@@H](O)[C@@H](O)C[C@]4(C)C3CC[C@]12C (stereo not given in full),0.3,5,1%,1,-0.1,3%,9%,-7%,-8
CCn1c(CC(=O)Nc2cccc(Cl)c2Cl)nnc1SCCOc1ccc(OC)cc1,-0.1,9,1%,3,1.4,5%,3%,-10%,4
Cc1cccc(C(=O)OCC(=O)Nc2c(C)n(C)n(-c3ccccc3)c2=O)c1,0.3,-2,5%,-3,0.1,0%,3%,-14%,-5
c1ccc(Sc2ccccc2CN2CCCC2)cc1,x,x,6%,2,x,13%[11.4 µM],26%[11.4 µM],-1%,x
O=C(CN1CC(c2ccccc2)CC1=O)OCc1ccccc1F (stereo not given),-0.6,8,3%,0,-0.5,22%[57.1 µM],22%[57.1 µM],-13%,9
COc1ccc(Cl)cc1NC(=O)c1c(NCc2ccc(C)o2)sc2c1CCC(C)C2 (stereo not given),0.9,8,-21%,-1,-1.1,1%[57.1 µM],-15%[57.1 µM],-22%,x

# Two of the compounds above, tab-delimited:
SMILES	TRHR agonist	TRHR enhancer	IDH1 R132H inh	PI4K2A block	D2 agonist	TrxR1 substrate	TrxR1 inh	USP1 inh	D2 antag
CC(=O)c1cccc(NC(=S)NCCCCc2ccccc2)c1	0.3	0	1%	7	0.1	-22%	-22%	-2%	-3
COc1ccccc1N1CCC(N2CCN(CC(C)(C)C)C(CCO)C2)CC1 (stereo not given)	0.5	-3	-7%	1	-1.0	2%	15%	-11%	3

# (listing goes on)
SMILES,TRHR agonist,TRHR enhancer,IDH1 R132H inh,PI4K2A block,D2 agonist,TrxR1 substrate,TrxR1 inh,USP1 inh,D2 antag
COc1ccccc1N(CC(=O)NCC1CCCO1)C(=O)CCC(=O)Nc1cc(C)on1 (stereo not given),0.6,3,-2%,-2,-0.2,9%[0.0914 µM],13%,-9%,-5
O=C(Nc1ccc(Cl)c(-c2nc3ccccc3o2)c1)c1cccc2c(Cl)cccc12,0.4,14,10%,-3,0.4,11%[11.4 µM],8%,3%,x
Cc1ccc2c(CC(=O)N3CCc4ccccc43)coc2c1,0.0,2,5%,-20,-0.3,4%,-1%,-4%,-4
COc1ccc(CCNC(=O)COC(=O)C23CC4CC(CC(Br)(C4)C2)C3)cc1,-0.1,0,1%,-2,1.2,4%,16%,-12%,-4
O=C(CCn1c(=O)oc2ccccc21)N1CCN(c2ccc(F)cc2)CC1,-0.6,16,-4%,-6,0.1,11%[57.1 µM],2%[57.1 µM],-3%,4
Cc1cc(C)c(C(=O)N2CCCC(Nc3ccc(C)c(C)c3)C2)o1 (stereo not given),-1.7,2,7%,0,0.3,-9%,u,u,-17
Cc1ccc(S(=O)(=O)N(C)CC(=O)Nc2cccc3c2CCCC3)cc1,1.2,8,5%,4,-0.8,-2%,6%,-14%,-10
CCOC(=O)c1ccc(-c2nnc(-c3ccc(Cl)cc3Cl)o2)cc1,0.4,1,7%,-2,0.4,-3%,-5%,-20%,3
COc1cc(N=Cc2c(O)c3ccccc3oc2=O)c(OC)cc1Cl,4.6,-2,4%,1,5.4,3%,14%,-30%,-1
O=C(Cn1ccc2cc(S(=O)(=O)N3CCCCCC3)ccc21)NCc1ccccc1Cl,2.1,0,8%,1,1.0,3%,31%,-22%,x
CCn1c(-c2c[nH]c3ccccc23)n[nH]c1=S,-0.4,-10,0%,0,-0.1,-2%,-8%,u,-3
Cc1ccc(C)c(NC(=O)c2ccc3c(O)c(S(=O)(=O)c4ccc(Cl)cc4)c(=O)[nH]c3c2)c1,-0.5,11,14%,-3,-0.3,-4%,18%,-7%,x
Clc1ccc2scc(CN3CCCCC3)c2c1,-0.1,3,2%,0,x,-7%,-3%,-1%,x
CCN1CCN(c2ccc(NC(=O)c3cc(S(=O)(=O)N4CCCC4)ccc3Cl)cc2)CC1,1.0,0,1%,-7,0.2,-4%,-6%,-22%,-5
CCCCCn1c(=O)[nH]c2cc(C(=O)O)ccc2c1=O,-2.2,7,-9%,5,-0.6,10%,-9%,-9%,-22
CC(O)C1C(=O)OC2(C)CC(C)(C)NC(=S)N12 (stereo not given),-0.4,0,0%,13,0.1,2%,-4%,-4%,10
CN1C(=O)CC(N2CCC(C(N)=O)(N3CCCCC3)CC2)C1=O (stereo not given),1.3,-2,7%,3,0.8,-2%,-4%,-20%,-1
Cc1ccc(-c2ccc(=O)n(CC(=O)Nc3ccc(F)c(Cl)c3)n2)cc1C,0.5,-3,-13%,-3,1.2,40%[activator],43%[activator],-28%,x
O=C(CN1CCCCCC1)N1c2ccccc2Sc2ccccc21,1.5,1,-2%,3,1.2,17%,3%[57.1 µM],-15%,15
COc1ccc(C(=O)NCCSc2ccccc2)cc1OC,-0.6,2,9%,-19,-0.5,3%[57.1 µM],-2%[57.1 µM],-2%,-19
CCOC(=O)CNS(=O)(=O)c1c(C)noc1C,1.0,0,1%,-2,0.3,-1%,20%[57.1 µM],-17%,0
COC(=O)c1oc2ccc(Cl)cc2c1NC(C)=O,1.5,-7,1%,-6,x,9%[57.1 µM],-14%,-1%,x
Cc1cccc(CN2CCc3c([nH]c4ccccc34)C2)c1,1.0,1,-3%,-1,0.9,-7%,-7%,-24%,56*
Cc1cc(C)cc(OCC(=O)N2N=C(C(F)(F)F)CC2(O)C(C)(C)C)c1 (stereo not given),-0.4,6,1%,-3,-0.2,0%[57.1 µM],-2%[57.1 µM],-11%,-4
CCC(CC)CN1C(Nc2ccccc2)=NC[C@@H]1CC(C)C,0.8,-2,-12%,-1,-0.4,8%,12%,-22%,5
NC(=O)c1c(NC(=S)Nc2ccccc2)sc2c1CCCC2,-0.7,2,2%,4,-0.3,2%[57.1 µM],u,-9%,-26
O=C(Nc1nncs1)Oc1ccccc1,-0.4,-5,3%,3,0.9,-1%,-1%,-7%,11
COc1ccc(CNC(=O)C[C@H]2C[C@H](C(=O)N3CCOCC3)[C@@]3(CCC4CCCC4)c4[nH]c5cc(CCC(=O)N(C)C)ccc5c4CCN3C2=O)cc1OC,x,x,4%,-2,x,4%,13%,-21%,x
COc1ccc(S(=O)(=O)NCCCN2CCOCC2)c2ccccc12,-0.4,-2,1%,-2,1.2,5%,1%,-1%,11
O=S(=O)(c1ccccc1F)N1CCN(Cc2nc3ccccc3[nH]2)CC1,-0.9,-3,0%,0,-1.9,-5%[57.1 µM],8%,7%,1
Cc1nn(C)c2c1c(C(F)(F)F)cc(=O)n2C(C)C(=O)NCCC(C)C (stereo not given),-0.4,-1,-12%,-1,-0.5,19%[57.1 µM],2%[57.1 µM],-4%,x
CC(C)C(NC(=O)c1ccccc1)C(=O)NC1CCCc2ccccc21 (stereo not given),0.4,1,-6%,1,-1.3,1%,21%,-10%,9
COc1ccccc1C(=O)NCC(=O)N=Nc1c(O)n(C(C)C)c2ccccc12,-0.3,-7,6%,2,-0.7,-2%,11%,2%,-7

# At a glance, four of the compounds above.
SMILES,TRHR agonist,TRHR enhancer,IDH1 R132H inh,PI4K2A block,D2 agonist,TrxR1 substrate,TrxR1 inh,USP1 inh,D2 antag
CCOC(=O)CNS(=O)(=O)c1c(C)noc1C,1.0,0,1%,-2,0.3,-1%,20%[57.1 µM],-17%,0
COC(=O)c1oc2ccc(Cl)cc2c1NC(C)=O,1.5,-7,1%,-6,x,9%[57.1 µM],-14%,-1%,x
Cc1cccc(CN2CCc3c([nH]c4ccccc34)C2)c1,1.0,1,-3%,-1,0.9,-7%,-7%,-24%,56*
Cc1cc(C)cc(OCC(=O)N2N=C(C(F)(F)F)CC2(O)C(C)(C)C)c1 (stereo not given),-0.4,6,1%,-3,-0.2,0%[57.1 µM],-2%[57.1 µM],-11%,-4

# High-throughput results: PubChem, National Center for Advancing Translational Sciences (NCATS)
